From PubChem BioAssay
GLS inhibitor = inhibitors of human glutaminase (GLS); O94925; GLS enzymatic activity, qHTS titration; AID 624170; 410,000 compounds, 0.21% hits; Potency, µM (titrated, usually from 45.5 µM), inactives show at the top dose activity change, negative = inhibition, most hits filed as inhibitors; note: potency is the fitted concentration of half-maximal effect; % is set by controls: 0 for no effect and ±100 for the full control effect
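Assay buffer: 45 mM KH2PO4 pH 8.2, 0.02% Tween-20. hKGA acts on L-glutamine (1 mM solution added); product glutamate is reported by an oxidase/peroxidase Amplex Red coupling, with fluorescence taken at baseline and 30 min.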
Tb PGK inh = inhibitors of T. brucei phosphoglycerate kinase; P07378; PGK/GAPDH coupled, Kinase-Glo luminescence, 60 min; Potency, µM (doses to about 57.5 µM), for the others: at the top dose activity change, negative = inhibition, actives largely listed as inhibitors; 380,000 compounds, 0.043% hits; AID 602233; note: potency is the fitted concentration of half-maximal effect; % is set by controls: 0 for no effect and ±100 for the full control effect; nearly all actives have a fitted effect of over 60% in size
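Recombinant glycosomal PGK reaction used 1,3-bisphosphoglycerate generated in-well by GAPDH (100nM final) in 100mM TEA pH 7.6, 5mM MgCl2, 0.01% Tween-20. After 60 minutes at room temperature, ATP was read by Kinase-Glo Plus luminescence end-point.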
Pin1 inhibitor = inhibitors of human Pin1; Q13526; Pin1 FP peptide displacement, HiFluor488, 10 min; Potency, µM (top dose mostly 115 µM), for the others: at the highest dose activity, negative = inhibition, actives largely listed as inhibitors; 390,000 compounds, 0.009% hits; AID 504891; active = well fitted inhibition curve with a large enough effect in the polarisation, with a control signal flat, not every such curve was filed as active; inconclusive = small, poorly fitted or top-dose-only effect, or effect the other way, or a change in a side signal; inactive = no such curve, though single readings can be large or run the other way; the % refers to the polarisation; note: potency is the fitted concentration of half-maximal effect; % is set by controls: 0 for no effect and ±100 for the full control effect
Target sequence (Q13526 whole entry, looked up): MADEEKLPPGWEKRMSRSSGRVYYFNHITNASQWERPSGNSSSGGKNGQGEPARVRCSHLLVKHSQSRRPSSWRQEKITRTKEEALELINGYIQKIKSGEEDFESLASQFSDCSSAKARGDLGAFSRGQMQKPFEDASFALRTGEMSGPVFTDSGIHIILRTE
BAZ2B inh = BAZ2B (human) inhibition | 360,000 compounds, 4.4% hits | Potency, µM (top dose mostly 114 µM), without a hit: at the highest dose activity change, negative = inhibition, hits mostly inhibitors | AlphaScreen BAZ2B-H3K14Ac peptide displacement | AID 504333; note: potency is the fitted concentration of half-maximal effect; % is set by controls: 0 for no effect and ±100 for the full control effect; nearly all actives have a fitted effect of over 60% in size
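Complex of BAZ2B and biotin-H3K14Ac (50 nM apiece) forms over 30 min at RT, then faces library compounds up to 110 uM for another 30 min; AlphaScreen beads added, 20 min dark incubation, luminescence read.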
ERG-DNA inh = inhibitors of human ERG Ets domain-DNA interaction | 370,000 compounds, 0.028% hits | P11308 | AID 624246 | Potency, µM (highest dose often 76.9 µM), without a hit: at the highest dose FP activity, negative = inhibition, most hits filed as inhibitors | fluorescence polarization, His-ERG Ets domain / labelled DNA; active = well fitted inhibition curve with a large enough effect in the polarisation, with a control signal flat; inconclusive = small, poorly fitted or top-dose-only effect, or effect the other way, or a change in a side signal; inactive = no such curve, though single readings can be large or run the other way; the % refers to the polarisation;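 note: polarization taken with two DNA probes labelled with fluorescein and Texas red; potency is the fitted concentration of half-maximal effect; % of control where 0% means no effect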
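His-tagged ERG Ets domain (1 uM in the protein solution; 300mM KCl, 50mM Tris-HCl, 1mM EDTA, 1mM DTT, pH 7.5) received compound, then a probe mix of 5 nM fluorescein-DNA and 100nM Texas-615-DNA. Fluorescence polarization was read for both dyes.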
HP1b binding inh = inhibitors of HP1-beta chromodomain binding to methylated histone tails; AID 540317; P83916; AlphaScreen HP1-beta / biotin-H3K9me3 peptide binding; 390,000 compounds, 0.56% hits; Potency, µM (highest dose often 114 µM), without a hit: top-dose activity change, negative = inhibition, usual class: inhibitors; note: potency is the fitted concentration of half-maximal effect; nearly all actives have a fitted effect of over 70% in size; inactives centre near 23
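AlphaScreen: HP1-beta (50 nM) preformed 30 min with biotin-H3(1-18)K9me3 peptide (50 nM) in PBS pH 7.4, 0.01% Tween-20. Compound added for 30 min at RT, then streptavidin donor/nickel chelate acceptor beads (10 ug/mL) for 30 min.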
PI4K2A block = inhibitors of human PI4K2A; activity change, negative = inhibition, % at 76.9 µM; Q9BTU6; 420,000 compounds, 0.13% hits; purified PI4K2A, ADP-Glo luminescence, 1 h; hits give low values; in the data active = activity change below about -50%; inconclusive = mostly about -30% to -49%;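 note: -100% = wells without enzyme as full effect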
Target sequence (Q9BTU6 whole entry, looked up): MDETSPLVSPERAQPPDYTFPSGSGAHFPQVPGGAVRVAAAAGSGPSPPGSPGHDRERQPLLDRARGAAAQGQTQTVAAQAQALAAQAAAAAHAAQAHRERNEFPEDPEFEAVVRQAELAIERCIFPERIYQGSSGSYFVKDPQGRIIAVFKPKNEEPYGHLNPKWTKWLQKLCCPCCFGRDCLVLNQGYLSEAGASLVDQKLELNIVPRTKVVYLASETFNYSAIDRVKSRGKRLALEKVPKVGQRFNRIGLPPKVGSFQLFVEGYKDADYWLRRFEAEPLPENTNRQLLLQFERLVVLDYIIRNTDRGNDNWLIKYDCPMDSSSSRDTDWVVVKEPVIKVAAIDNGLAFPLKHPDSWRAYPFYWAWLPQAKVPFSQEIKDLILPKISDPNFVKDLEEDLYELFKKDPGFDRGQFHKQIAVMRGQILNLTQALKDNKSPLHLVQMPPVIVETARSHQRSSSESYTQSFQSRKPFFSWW
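ADP-Glo luminescence measured ADP generated by PI4K2A enzyme (4 ug/mL before mixing) with 1.2 mM PI substrate (pre-mix) and 300 microM ATP (pre-mix). Tris pH7.5 buffer with MgCl2, Triton X-100; 1 h reaction at ambient temperature.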
G9a block = G9a (human) methyltransferase inhibition | G9a H3K9 monomethylation, AlphaScreen, 2 h | Potency, µM (titrated, usually from 102 µM), without a hit: at the highest dose activity, negative = inhibition, actives largely listed as inhibitors | 350,000 compounds, 8.8% hits | AID 504332; note: potency is the fitted concentration of half-maximal effect; % is set by controls: 0 for no effect and ±100 for the full control effect; nearly all actives have a fitted effect of over 75% in size
Target sequence (Q96KQ7 913-1193 limits assumed): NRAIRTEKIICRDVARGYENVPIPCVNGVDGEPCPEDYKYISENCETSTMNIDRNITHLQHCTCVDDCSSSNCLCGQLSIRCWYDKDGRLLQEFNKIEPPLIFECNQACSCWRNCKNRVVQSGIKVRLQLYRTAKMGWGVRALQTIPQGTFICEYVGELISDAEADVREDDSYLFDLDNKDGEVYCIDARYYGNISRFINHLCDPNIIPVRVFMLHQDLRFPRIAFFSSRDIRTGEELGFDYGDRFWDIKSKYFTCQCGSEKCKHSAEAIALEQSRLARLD
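AlphaScreen read-out: biotin-H3K9 peptide (500 nM) methylation by 20 nM enzyme with 20 uM SAM, 2 h at room temperature after 15 min compound preincubation; anti-monomethyl H3K9 antibody plus donor/acceptor beads, 10 min dark.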
JMJD2A Tudor inh = JMJD2A Tudor domain (human) inhibition | O75164 | AlphaScreen JMJD2A-Tudor / H3K4me3 peptide binding | Potency, µM (series often up to 114 µM), for the others: at the top dose activity change, negative = inhibition, usual class: inhibitors | 390,000 compounds, 4.4% hits; note: potency is the fitted concentration of half-maximal effect; % is set by controls: 0 for no effect and ±100 for the full control effect; nearly all actives have a fitted effect of over 50% in size
An asterisk follows results filed as active; i = inactive; ? = inconclusive; / = not tested or not shown; & = joins results of further samples; ! = not confirmed by another sample; [ ] = remark or other dose. Unless noted, calls come from the whole dose curve; as a rule, active = well fitted curve in the direction sought with a large enough effect; inconclusive = small, poorly fitted or top-dose-only effect, or another doubt; inactive = no such curve, though single readings can be large; an effect the other way counts as inactive or inconclusive.

SMILES	GLS inhibitor	Tb PGK inh	Pin1 inhibitor	BAZ2B inh	ERG-DNA inh	HP1b binding inh	PI4K2A block	G9a block	JMJD2A Tudor inh
NNC(=O)CN1CCN(c2ncc(C(F)(F)F)cc2Cl)CC1	9%	6%	0%	-9%	-3%	36%	1	5%	3%
COc1ccc(F)cc1C(=O)C1CCCN(Cc2c[nH]c3ccccc23)C1 (stereo unspecified)	3%	2%	-2%	13%	6%	30%	1	-3%	-20%
N#Cc1cccc(C(c2nnnn2CCc2ccccc2)N2CCN(C3CCCCC3)CC2)c1 (stereo unspecified)	-1%	7%	3%	1%	/	18%	-1	-11%	-6%
O=S(=O)(N[C@H]1C[C@@H](NS(=O)(=O)OCC(Cl)(Cl)Cl)C2CCCCC21)OCC(Cl)(Cl)Cl (stereo partly specified)	-3%	-7%	-8%	?	-7%	48%[activator]	2	?	-13%
CC(/C=C1\SC(=S)N(C(C(=O)O)c2ccccc2)C1=O)=C\c1ccccc1 (stereo unspecified)	26%	-4%	/	?	10%	13%	0	/	?
COc1ccc(CN2CCC(CO)(Cc3ccccc3)CC2)cc1Cn1cccn1	4%	4%	-3%	32%	0%	18%	-1	20%	-10%
CCN(CC)CCOc1ccccc1OC	-10%&6%	-7%	-7%	-35%	-8%	?	7	22µM*!	1.3µM*
O=C1c2cccc3cccc(c23)C(=O)N1c1cccc(O)c1	-4%	-17%	20%	?	5%	27%	2	21%[2.33 µM]	-6%
CC(C)(C)NC(=O)COC(=O)c1ccccc1NC(=O)c1ccco1	2%	-3%	8%	-2%	4%	17%	1	-30%	0%
COc1ccccc1CNC(=O)N1CCN(S(=O)(=O)c2ccc(C)cc2)CC1	3%	4%	0%	8%	3%	5%	-11	32%	-12%
Cc1ccc(NC(=O)CCn2cc(C(F)(F)F)ccc2=O)cc1	7%	0%	0%	-3%	0%	-3%	-5	13%	0%
C=CCN1C(=NC(=O)CCC)SC2CS(=O)(=O)CC21 (stereo unspecified)	6%	8%	-2%	-23%	-3%	37%	2	13%[12.7 µM]	-8%
CC1CN(C(=O)N[C@@H](Cc2ccccc2)C(=O)O)CC(C)O1 (stereo partly specified)	-3%	-1%	-7%	-7%	-24%	25%	-6	56µM*	-2%
COc1ccc(N(Cc2ccccc2)S(=O)(=O)c2cc(C(=O)O)ccc2Cl)cc1	5%	i	-9%	-20%	6%	?	-2	2%	?
O=C1OC(CC(=O)N(Cc2nnc(-c3ccccc3Cl)o2)C2CC2)c2ccccc21 (stereo unspecified)	2%	-4%	-2%	0%	-6%	28%	1	6%[12.7 µM]	3%
O=C(NC1CCCC1)c1ccc(CN2CCOCC2)cc1	10%	-5%	-2%	44%[activator]	-3%	14%	-3	1%	-3%
COc1cccc(Cc2nc3ccccc3nc2SCC(=O)Nc2ccccc2F)c1	8%	12%	?	7%	-18%	25%[57 µM]	-2	0%[59 µM]	-9%
COc1cc(Cl)ccc1OCc1cc(C(=O)N2CCCCC2c2cccnc2)no1 (stereo unspecified)	2%	-1%	-2%	-12%[57.1 µM]	5%	38%	1	?	-23%
CC(C)c1nnc(SCC(=O)NC2CCCC2)n1C	-9%	-7%	0%	6%	16%	21%	-2	32%[activator]	-4%
Cc1ncn(C23CC4CC(CC(O)(C4)C2)C3)n1	1%	3%	-3%	4%	6%	35%	-19	1%	-20%[11.4 µM]
c1ccc2c(c1)[nH]c1c(N3CCC4(CC3)OCCO4)ncnc12	15%	1%	1%	0%	-2%	16%	-4	1%[59 µM]	-10%
O=C(CSc1ccsc1[N+](=O)[O-])N1CCN(c2ccccn2)CC1	-4%	-14%	?	?	0%	-20%	-6	45µM*	?
O=C(CCNC(=O)Cn1ccc2ccccc2c1=O)NCCN1CCN(c2ccccc2F)CC1	14%	i	-9%	/	-6%	27%	3	/	-3%
O=C(CCCCCn1c(=O)[nH]c2ccccc2c1=O)NCc1ccccc1	8.9µM*	i	-3%	1%	4%	5%	-2	11%[59 µM]	-25%
COc1ccccc1-n1c(C)cc(SC)c(C(C)=O)c1=S	-3%	-5%	-5%	5%	3%	6%	2	22%[59 µM]	-13%
COC(=O)[C@]1(C)N[C@H](CN(C)C(=O)c2ccccc2)[C@@H]2C(=O)N(C)C(=O)[C@@H]21	1%	0%	-2%	/	4%	30%	3	/	-17%
COc1ccc(CN(C)C(=O)c2cc(-c3ccc(C)cc3C)nc3ccccc23)c(OC)c1OC	7%	-9%	1%	-8%	2%	-19%	0	-29%	-24%
CCCC(N)CCCCCC(=O)O (stereo unspecified)	-10%	i	0%	-4%	6%	36%	6	-6%[59 µM]	-12%
O=C(O)CCCn1nc(-c2ccccc2)c2ccccc21	1%	-5%	-1%	-2%	2%	23%	2	-3%[59 µM]	-10%
CC(OC(=O)c1cc(-c2cccnc2)nc2ccccc12)C(=O)Nc1ccc2ccccc2c1 (stereo unspecified)	-2%	-9%	?	-3%	4%	8%	0	11%[59 µM]	-9%
CN1CCN(NC(=O)c2ccc(COc3ccccc3Br)o2)CC1	-1%	10%	-4%	-17%	-2%	23%	0	-34%	-8%
Cc1ccc(C)c(NC(=O)CSc2nc(-c3ccccc3)c(C#N)c(=O)[nH]2)c1	1%	2%	1%	7%	-1%	28%	-2	5%[59 µM]	-4%
COc1cccc(C(=O)N2CCN(Cc3nc(CC4CC4)no3)CC2)c1	1%	i	-1%	0%	8%	29%	-2	6%	-16%
O=C(CSCc1ccc(Cl)cc1)NCc1ccc2c(c1)OCO2	-11%	-14%	-7%	7%	8%	32%	5	2%[59 µM]	-8%[11.4 µM]
CN1CCN(C(=O)C2(NC(=O)Nc3cccc(F)c3)CCCCC2)CC1	-7%	-5%	0%	-1%	0%	25%	-9	-11%[59 µM]	-3%
CCN(Cc1ccncc1)C(=O)C(CO)c1ccccc1 (stereo unspecified)	2%&-9%	i	-5%	-3%	-5%	34%	-3&-3&0	34%[activator][59 µM]	-19%
Clc1ccc(-n2nnnc2SCc2c(-c3ccccc3)nc3sccn23)cc1	3%	-1%	32%[activator]	-3%	-6%	28%	5	?	6%[57.1 µM]
COc1cc(CC(=O)OC2CCOC2=O)cc(OC)c1OC (stereo unspecified)	-4%	-1%	1%	5%	5%	43%[activator]	3	-8%	10%[57.1 µM]
CC(=O)NCCn1c(SCC(=O)c2ccccc2)nc2ccccc2c1=O	6%	-8%	?	-5%	6%	2%	-1	-4%	5%[57.1 µM]
CCOC(=O)c1c(-c2ccccc2)csc1NC(=O)CSc1nnnn1C	-12%	-2%	15%	37%[activator]	-6%	11%	-1	23%	-23%
COc1ccc(/C=C/c2onc(C)c2S(=O)(=O)N2CCC(C(=O)N3CCCCC3)CC2)cc1	2%	1%	13%	-2%	2%	30%	-1	-26%[59 µM]	-9%
Cc1cc(C)n(-c2ccc(C(=O)NCc3ccc4c(c3)OCO4)cc2)n1	-3%	-1%	-12%	0%	-1%	32%	0	?	-14%
C=CCn1c(=O)/c(=C/c2ccc(C)o2)s/c1=C(/C#N)C(=O)c1ccccc1	8%	-6%	?	11µM*	?	?	14	?	-18%
CCOC(=O)C(Sc1cc(-c2ccccc2)nc2ncnn12)C(C)=O (stereo unspecified)	-2%	5%	47%[activator]	-16%	4%	36%	-14	7%	-15%
O=S(=O)(Nc1cccc(-c2cn3c(n2)SCC3)c1)c1cccs1	3%	-4%	2%	?	18%	-8%	0	?	?
O=C(O)c1ccc(N2CCCC2=O)cc1	10%	-7%	2%	-37%	3%	32%	4	-31%[59 µM]	-11%
O=C(NCc1cccc(F)c1)C1CCN(c2nc3ccccc3nc2C(F)(F)F)CC1	-17%	i	-1%	0%	4%	16%	9	-1%[59 µM]	-5%
COc1ccc(CNC(=O)c2cnc3n(c2=O)CCS3)cc1	-7%	-2%	2%	7%	12%	38%	-12	45µM*	-11%
CCN1CCN(C(=S)c2ccc(Br)cc2)CC1	1%	i	-6%	-13%	6%	?	3	10%[0.501 µM]	-28%
COc1cc(OC)c(NC(=O)c2c(-c3ccccc3)noc2C)cc1Cl	-1%	-9%	-19%	-5%	-13%	22%	0	24%[59 µM]	-7%
Cc1ccc([N+](=O)[O-])c(OCC(=O)OCC(=O)c2ccccc2)c1	-20%	1%	0%	4%	-5%	35%	-19	6%[59 µM]	8%
COC(=O)[C@]1(C)N[C@H](CN(C)S(=O)(=O)c2ccc(C)cc2)[C@@H]2C(=O)N(Cc3ccccc3)C(=O)[C@@H]21	0%	-4%	-6%	/	-9%	10%	6	/	-20%
CC(C(Sc1ccccc1N)c1ccccc1)[N+](=O)[O-] (stereo unspecified)	19%	6%	-6%	-36%	-5%	?	-15	3.2µM*	20µM*

Random excerpt: two records from the list
SMILES	GLS inhibitor	Tb PGK inh	Pin1 inhibitor	BAZ2B inh	ERG-DNA inh	HP1b binding inh	PI4K2A block	G9a block	JMJD2A Tudor inh
CN1CCN(NC(=O)c2ccc(COc3ccccc3Br)o2)CC1	-1%	10%	-4%	-17%	-2%	23%	0	-34%	-8%
COc1ccc(CNC(=O)c2cnc3n(c2=O)CCS3)cc1	-7%	-2%	2%	7%	12%	38%	-12	45µM*	-11%
